MLLE-PAM2 inh = blocks PAM2 peptide binding to the PABP1 MLLE domain. inhibition, % at 20 µM. P11940. 0.36% of 360,000 active. GST-MLLE / FITC-PAM2 fluorescence polarization; in the data active = inhibition above about 35%, passing the limit was not always enough;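 note: plate controls were DMSO wells with GST-MLLE for no effect and wells lacking GST-MLLE protein for full effect; some results filed as inactive read as strong as hits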
Target sequence (P11940 whole entry, looked up, the tested form may be a part): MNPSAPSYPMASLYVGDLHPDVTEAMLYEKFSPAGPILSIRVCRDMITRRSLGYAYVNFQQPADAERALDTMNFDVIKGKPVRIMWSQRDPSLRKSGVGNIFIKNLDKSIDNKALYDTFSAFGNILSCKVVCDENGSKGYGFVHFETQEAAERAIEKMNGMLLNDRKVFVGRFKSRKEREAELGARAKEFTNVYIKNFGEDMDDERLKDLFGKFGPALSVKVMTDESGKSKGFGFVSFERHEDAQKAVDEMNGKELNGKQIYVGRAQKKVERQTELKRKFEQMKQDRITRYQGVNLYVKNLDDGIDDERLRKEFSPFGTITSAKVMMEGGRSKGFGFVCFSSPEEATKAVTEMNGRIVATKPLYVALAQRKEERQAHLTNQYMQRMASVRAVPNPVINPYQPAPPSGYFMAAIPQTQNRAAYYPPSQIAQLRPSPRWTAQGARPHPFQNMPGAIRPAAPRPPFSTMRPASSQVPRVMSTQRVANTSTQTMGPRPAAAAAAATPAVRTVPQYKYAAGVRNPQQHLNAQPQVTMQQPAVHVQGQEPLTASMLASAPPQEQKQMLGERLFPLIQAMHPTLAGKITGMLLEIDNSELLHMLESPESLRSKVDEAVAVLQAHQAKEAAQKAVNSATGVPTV
LMPTP block = LMPTP (human) inhibition. P24666. recombinant LMPTP-A, OMFP fluorogenic substrate, fluorescence intensity. inhibition, % at 20 µM. 0.22% of 360,000 active;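 active = compounds that cut the enzyme signal by at least half of the control window in the single-dose screen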;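 note: plate controls were DMSO wells with enzyme plus substrate for no effect and substrate without enzyme for full effect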
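Assay system: LMPTP-A, protein tyrosine phosphatase of low molecular weight / Medium: pH 6.0 Bis-Tris buffer with DTT and Triton X-100 / Schedule: 50 min enzyme reaction at room temperature, protected from light / Measured by: endpoint fluorescence intensity from OMFP dephosphorylation / Read-out basis: % inhibition relative to no-enzyme and uninhibited control wells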
NadD block = inhibitors of Staphylococcus aureus NadD; purified NadD enzyme, colorimetric absorbance read-out; inhibition, % at 20 µM; 0.78% of 360,000 active; in the data active = inhibition above about 26%; note: some compounds past the cut are filed as inactive
DNMT1 inh = blocks human DNA methyltransferase DNMT1; P26358; DNMT1 molecular beacon, Hinp1I cleavage, fluorescence; inhibition (reported as % activation of signal), % at 10 µM; 0.83% of 360,000 active; AID 588458; in the data active = inhibition above about 50%
SUMO1-SIM PPI = alters human SUMO1 binding to SIM partners; SUMO1 binding to a labelled peptide, TR-FRET, 1 h; inhibition, % at 20 µM; 0.33% of 360,000 active; in the data active = inhibition above about 37%
Target sequence (P63165 whole entry, looked up): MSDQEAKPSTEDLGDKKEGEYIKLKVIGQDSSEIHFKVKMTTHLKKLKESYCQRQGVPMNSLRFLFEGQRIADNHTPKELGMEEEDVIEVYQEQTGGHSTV
CSN deneddyl inh = CSN deneddylation inhibition; Q92905; Purified CSN, SCF-Nedd8-OG deneddylation, fluorescence polarization; inhibition, % at 12.5 µM; 0.38% of 360,000 active; AID 651999;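 active = pattern-corrected inhibition above about 35%, with an unprinted fluorescence ratio check between 0.5 and 1.5, limit read from the data, passing the limit was not always enough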;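 note: 0% = enzyme with substrate and 100% = substrate without enzyme; some results filed as inactive read as strong as hits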
Target sequence (Q92905 whole entry, looked up, one chain of several): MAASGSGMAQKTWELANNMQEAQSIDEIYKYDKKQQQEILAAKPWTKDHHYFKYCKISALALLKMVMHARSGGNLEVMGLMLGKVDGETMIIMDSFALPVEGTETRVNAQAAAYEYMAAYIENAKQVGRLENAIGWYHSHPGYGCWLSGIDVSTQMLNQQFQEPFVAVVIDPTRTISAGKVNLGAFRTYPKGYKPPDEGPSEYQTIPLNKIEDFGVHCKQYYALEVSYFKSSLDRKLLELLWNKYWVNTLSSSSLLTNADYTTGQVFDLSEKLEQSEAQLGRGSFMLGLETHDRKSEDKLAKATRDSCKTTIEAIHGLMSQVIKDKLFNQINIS
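Assay system: HEK293T-derived human Csn5 enzyme; quantity: 0.24 nM enzyme; medium: Tris/NaCl/DTT buffer, pH 7.5; also added: substrate SCFSkp2-Nedd8OG, 10 nM; doses: 12.5 µM compound; schedule: 90 min reaction at room temperature; signal: FP; read-out: % inhibition of substrate cleavage by Csn5; benchmarks: substrate-only high control, full reaction low control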
Rpn11 inh = Rpn11 (human) deubiquitinase inhibition | O00487 | human 26S proteasome, Ub4-pepOG fluorescence polarization; 20S core pre-blocked with epoxomicin | calls only at 20 µM | 0.59% of 360,000 active | AID 588493;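 active = inhibition at 20 µM, scaled to each plate's controls, above about 33%, limit read from the data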
Tb MetRS inh = blocks T. brucei methionyl-tRNA synthetase activity; inhibition, % at 11.9 µM; 0.4% of 360,000 active; purified T. brucei MetRS, ATP depletion, Kinase-Glo luminescence;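 active = inhibition above a per-plate cutoff of the control wells' mean inhibition plus 3 SD, cut at about 5.5% in these data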;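 note: 0% = DMSO wells median and 100% = median of wells with control inhibitor compound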
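Dosing: 11.9 µM single point; system: parasite MetRS enzyme; technique: luminescence of leftover ATP; times: 15 min enzyme-compound preincubation, 2 h reaction, 10 min detection, 25 °C; replicates: each compound tested once; read-out basis: percent inhibition relative to median high and low control wells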
STEP block = blocks human striatal-enriched tyrosine phosphatase; P54829; inhibition, % at 20 µM; recombinant STEP, OMFP fluorogenic substrate, fluorescence; 0.25% of 360,000 active; AID 588621;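 active = inhibition at 20 µM, scaled per plate between control wells, above about 37%, limit read from the data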;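 note: 0% = DMSO with enzyme and substrate and 100% = substrate only without enzyme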
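medium = Bis-Tris buffer pH 6.0, 2.5 mM DTT, 0.005% Tween 20 | test system = STEP (striatal-enriched tyrosine phosphatase) enzyme, cell-free | measure = normalized % inhibition | compound dosing = 20 µM, 1% DMSO | also added = 25 µM OMFP | schedule = reaction 20 min, ambient temperature | measured by = fluorescence read at 480 nm ex / 540 nm em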
Scp1 inh = Scp-1 (human) phosphatase inhibition. Recombinant Scp1, phosphopeptide, malachite green phosphate absorbance. inhibition, % at 20 µM. 0.88% of 340,000 active;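 active = inhibition above about 50% at 20 µM, limit read from the data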;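 note: plate controls were DMSO wells with enzyme for no effect and wells lacking enzyme for full effect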
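Test system – truncated SCP-1 phosphatase (76-261aa) · Reagent – Phosphorylated 17-residue peptide substrate · Incubation – 45 min room-temperature reaction, 5 min colour, 30 min stabiliser · Detection – colorimetric phosphate reagent with accelerator and stabiliser, absorbance at 630 nm · Measure – % inhibition at 20 µM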
Starred values were filed as active, the others as inactive; i = inactive; . = not tested or not shown.

SMILES	MLLE-PAM2 inh	LMPTP block	NadD block	DNMT1 inh	SUMO1-SIM PPI	CSN deneddyl inh	Rpn11 inh	Tb MetRS inh	STEP block	Scp1 inh
CCC/S(C)=N/S(=O)(=O)c1ccc(C)cc1 (stereo not given)	4	0.4	-2	4	-3	-14	i	-1.4	-4	1
O=S(=O)(c1ccccc1)c1nc(-c2cccs2)oc1NCC1CCCO1 (stereo not given)	0	-0.7	2	-2	-6	-4	i	-1.5	-1	-14
Cc1c(C)n(Cc2ccccc2)c2ncnc(NCCCO)c12	5	0.3	-4	0	-2	-5	i	-0.1	-1	-9
CC(=O)c1cccc(NC(=O)c2ccc(Br)o2)c1	20	-0.6	5	-3	-3	-5	i	-0.3	-2	-1
CC(Sc1nnc2ccccn12)C(=O)Nc1ncc(Cl)cc1Cl (stereo not given)	-2	0.7	1	3	0	-3	i	-0.2	3	3
COc1cc(NC(=O)c2cc3c(CO)cnc(C)c3oc2=Nc2cccc(C(N)=O)c2)cc(OC)c1	1	0.8	-12	-10	-6	-4	i	-1.0	1	-10
CCN(CC)S(=O)(=O)c1ccc(S(=O)(=O)N2CCCC2)cc1	5	-0.5	-6	0	-3	-13	i	-0.6	-2	1
Cc1cccc(-c2nc3ccccc3c(=O)n2NC(=S)N(C)C)c1	15	1.2	1	-3	-2	0	i	-0.3	6	2
COc1ccccc1NC(=S)NC1CC2CCC1C2 (stereo not given)	-26	-1.0	-2	1	3	2	i	-1.0	-2	12
O=C(CN1C(=O)COc2ccc(Cl)cc21)N1CCc2ccccc21	-9	0.3	13	11	-2	0	i	0.5	-1	0
O=C(Nc1ccccc1Cl)c1ccc(S(=O)(=O)NCC2CCCO2)cc1 (stereo not given)	-6	-0.2	5	-2	-1	6	i	-0.7	-1	-3
Clc1ccc(SCCn2ccnc2)cc1	-8	-2.2	-22	4	-1	1	i	-0.6	-1	3
Clc1ccccc1-c1ccc2ncnc(NCc3ccc4c(c3)OCO4)c2c1	4	3.9	2	-9	4	1	i	26*	1	-3
O=C(Nc1ccc(OC(F)(F)F)cc1)Oc1ccccc1N1CCOCC1	-7	1.0	-3	3	-2	-3	i	-1.1	-2	-3
CCN(C(=O)C1CCN(S(=O)(=O)c2ccc3c(c2)oc(=O)n3C)CC1)c1cccc(C)c1	-2	0.0	1	-2	-2	-3	i	0.2	1	-10
CCOC(=O)[C@@H]1C(c2c(OC)cc(OC)cc2OC)=NO[C@@H]1C(=O)OCC	2	-2.4	-5	3	0	0	i	-1.4	2	-6
COC(=O)COc1ccc(S(=O)(=O)Nc2cc([N+](=O)[O-])ccc2C)cc1	-2	0.0	-3	2	-2	-10	i	-1.3	0	-6
CC(C)N1C/C(=C/c2ccsc2)C(=O)/C(=C/c2ccsc2)C1	7	0.5	5	4	-3	10	i	-0.1	3	-4
Cn1c(N/N=C/c2cccs2)nc2c1c(=O)n(Cc1ccccc1)c(=O)n2C	-19	1.0	2	-8	3	-11	i	0.2	0	10
COc1cc(NC(=S)NNC(=O)C(C)(C)O)cc(OC)c1	-12	0.3	-6	-8	-1	5	i	0.5	2	-14
Cc1cc(C)c(C#N)c(SCc2ccccc2C(=O)O)n1	9	-2.0	-4	1	0	3	i	-0.8	-1	3
Cc1ccc(NC(=O)CNC(=O)N2CC(=O)Nc3ccccc32)cc1F	5	0.9	-2	1	6	2	i	-0.5	1	10
Cc1ccc(C(=O)OCCN2CCN(c3ncc(C(F)(F)F)cc3Cl)CC2)cc1	-5	-0.6	-3	3	-5	4	i	-1.1	1	-3
CN(CC(=O)Nc1cccc2c1CCCC2)S(=O)(=O)c1ccc(Cl)cc1	3	1.1	-6	2	2	1	i	-0.5	1	-10
CN(C)CCn1c2c(c(SCC(=O)Nc3ccccc3C(F)(F)F)nc1=O)CCCC2	9	-0.2	-4	-1	6	1	i	-0.1	-2	-4
CCOC(=O)c1[nH]c(C)c(C(=O)N2CCN(c3ccccc3)CC2)c1C	3	-1.0	-5	-6	-1	-8	i	-1.2	-2	3
CN1CC[C@@H]2C(=O)N3CCc4ccc(-c5ccc6c(c5)OCO6)cc4[C@@H]3C[C@@H]21	-11	1.3	4	-6	6	9	i	-1.4	0	-8
O=S(=O)(Nc1ccc(Cl)nn1)c1ccccc1	5	-0.8	-3	1	-1	-4	i	0.1	1	-6
CCN=C1S/C(=C\c2ccc(OCC)c(OC)c2)C(=O)N1CC	1	2.3	-4	-5	9	7	i	-0.1	4	1
CCCCC(C(=O)OCC)C(N)Cc1ccc(F)cc1 (stereo not given)	12	-0.9	-6	5	1	1	i	-0.6	1	-5
COC(=O)c1ccc(C(C(=O)NC2CCCCC2)N(Cc2ccccc2)C(=O)Cc2cccs2)cc1 (stereo not given)	7	3.5	4	4	-2	0	i	1.1	2	-8
Cn1c(SCc2c(Cl)cccc2Cl)nnc1-c1ccc2nonc2c1	11	-1.0	-4	2	-30	4	i	-0.6	0	-3
Cn1c(N)c(C(=O)COC(=O)CCCc2nc3ccccc3s2)c(=O)n(C)c1=O	5	0.7	-5	-1	6	-2	i	0.5	-3	-4
O=C(COC(=O)CCSc1ccccc1)Nc1ccccc1	27	0.1	-4	0	1	-2	i	0.1	0	-6
CC1CN(C(=O)c2cc(-c3ccncc3)nc3ccccc23)CC(C)O1 (stereo not given)	-2	-1.1	-4	-1	-9	-3	i	-0.3	-1	7
CCOC(=O)C(CC)Sc1nc2c(c(=O)[nH]c(=O)n2C)n1C/C=C(/C)Cl (stereo not given)	18	-1.4	3	-2	-1	6	i	-0.2	6	-9
O=C(O)COc1ccccc1C=NNc1ccc([N+](=O)[O-])cc1S(=O)(=O)Nc1ccc(Cl)cc1	-21	3.4	10	-19	7	4	i	0.4	-5	-12
Cc1c(-c2ccccc2)nc2ccccc2c1C(=O)O	3	-0.4	2	2	1	6	i	-0.2	-1	-3
CCn1c(=O)c2ccccc2n2c(SCC(=O)N3CCCc4ccccc43)nnc12	-4	-0.7	6	-1	-7	3	i	0.9	0	-6
Cc1ccc(-c2csc(C(C#N)=C(O)CN3CCN(C(=O)c4ccco4)CC3)n2)cc1	3	0.7	10	-1	-3	11	i	-0.5	3	2

Whole records from above:
Profile of CC1CN(C(=O)c2cc(-c3ccncc3)nc3ccccc23)CC(C)O1 (stereo not given) : MLLE-PAM2 inh = -2; LMPTP block = -1.1; NadD block = -4; DNMT1 inh = -1; SUMO1-SIM PPI = -9; CSN deneddyl inh = -3; Rpn11 inh = i; Tb MetRS inh = -0.3; STEP block = -1; Scp1 inh = 7
Profile of CN(C)CCn1c2c(c(SCC(=O)Nc3ccccc3C(F)(F)F)nc1=O)CCCC2 : MLLE-PAM2 inh = 9; LMPTP block = -0.2; NadD block = -4; DNMT1 inh = -1; SUMO1-SIM PPI = 6; CSN deneddyl inh = 1; Rpn11 inh = i; Tb MetRS inh = -0.1; STEP block = -2; Scp1 inh = -4

Next compounds follow:
SMILES	MLLE-PAM2 inh	LMPTP block	NadD block	DNMT1 inh	SUMO1-SIM PPI	CSN deneddyl inh	Rpn11 inh	Tb MetRS inh	STEP block	Scp1 inh
CC(C)N(Cc1ccccc1)C(=O)c1ccc2c(c1)OCO2	0	-0.4	-3	1	-4	3	i	-0.7	1	-4
Cc1cc(S(=O)(=O)NCCc2ccccc2)c(C)s1	-12	-0.3	0	-7	0	2	i	-0.9	-4	-8
CCC(=O)N1CCC1(C)C(=O)Nc1ccc2scnc2c1 (stereo not given)	6	-0.1	1	-2	5	-4	i	-0.1	2	.
CCCC(=O)NC(c1ccccc1OC)c1ccc2cccnc2c1O (stereo not given)	9	0.3	8	-2	-9	5	i	-1.2	2	-2
O=C(Nc1ccc(Oc2ccc(Cl)cc2)c(Cl)c1)c1cc(I)cc(I)c1O	-25	3.3	9	50	4	9	i	-1.4	2	-20
NC(=O)COC(=O)C(Cc1ccccc1)NS(=O)(=O)c1ccccc1F (stereo not given)	-18	-1.6	0	1	0	0	i	0.5	4	-4
Cc1ccccc1N(CC(=O)N1CCOCC1)S(C)(=O)=O	-1	2.5	-1	3	2	0	i	-1.5	1	-1
O=C(c1cccc(C(F)(F)F)c1)C1CCCN(C(=O)CCc2cnccn2)C1 (stereo not given)	-6	0.0	3	1	0	-14	i	-0.4	-2	-6
Cc1c(C(=O)Nc2ccc(Cl)cc2)c2ccccn2c1C(=O)c1ccccc1	2	1.2	12	-2	2	2	i	-0.7	3	-7
O=C1Nc2ccccc2CCc2ccccc21	-7	-1.1	-7	4	1	0	i	-0.1	1	-6
CCn1cc(/C=N\NC(=O)c2c[nH]c3ccccc23)c(C)n1	2	-0.1	-8	-1	-3	2	i	0.6	-1	-4
CC1(C)CC(=O)C2=C(C1)OC1=C(C2)C(=O)CC(C)(C)C1	7	-1.8	4	7	1	-1	i	0.4	1	-6
O=C(NCCOCCOCCNC(=O)c1ccccc1)c1ccccc1	-3	-1.2	2	0	6	0	i	-0.3	-4	-5
CC1CN(CC(=O)Nc2ccc(Br)cn2)CC(C)O1 (stereo not given)	3	-0.9	0	10	5	5	i	-0.1	1	9
O=C(c1cc(Sc2ccc(Cl)cc2)nc2ccccc12)N1CCN(c2ccccn2)CC1	13	4.5	-4	-3	-5	-4	i	0.4	-3	-20
O=C(NCc1ccccc1Cl)c1csc2c1CCCCC2	-5	0.3	-6	-2	1	0	i	-0.3	0	-4
CC(=O)Nc1ccc(-c2csc(-c3cccnc3)n2)cc1	1	-0.7	-2	-6	-23	2	i	0.1	-3	-8
O=C1CCc2cc(S(=O)(=O)N3CCC(C(=O)NCc4ccccn4)CC3)ccc2N1	9	-0.3	3	-4	1	-1	i	-0.2	-1	.
COc1ccc(-c2nc(C)sc2CC(=O)O)cc1OC	19	-1.3	0	-3	-2	107	i	-0.2	6	-7

Some of these compounds in order of their number in SUMO1-SIM PPI, high to low.
canonical_smiles	MLLE-PAM2 inh	LMPTP block	NadD block	DNMT1 inh	SUMO1-SIM PPI	CSN deneddyl inh	Rpn11 inh	Tb MetRS inh	Scp1 inh
O=C(Nc1ccc(OC(F)(F)F)cc1)Oc1ccccc1N1CCOCC1	-7	1.0	-3	3	-2	-3	i	-1.1	-3
Cc1ccc(-c2csc(C(C#N)=C(O)CN3CCN(C(=O)c4ccco4)CC3)n2)cc1	3	0.7	10	-1	-3	11	i	-0.5	2
CC(=O)Nc1ccc(-c2csc(-c3cccnc3)n2)cc1	1	-0.7	-2	-6	-23	2	i	0.1	-8
